Assay outcomes deposited in PubChem BioAssay by several laboratories.
HTRA1 inh – HTRA1 (human) protease inhibition. Q92743. recombinant HTRA1, FP-rhodamine activity-based probe, fluorescence polarization. inhibition, % at 5.96 µM. 340,000 tested, 0.5% active; in the data active = inhibition above about 36%;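 note: 0% = enzyme with DMSO and 100% = wells lacking enzyme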
ABHD4 inh – ABHD4 (mouse) inhibition, primary FP screen | Q8VD66 | purified mABHD4, FP-Rh probe fluorescence polarization | inhibition, % at 8.92 µM | 370,000 tested, 0.54% active | AID 720543;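 active = inhibition exceeding the mean over every tested compound plus 3 SD, cut at about 30% in these data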;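 note: 0% = plate median of compound wells and 100% = S159A mutant with DMSO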
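assay system = mABHD4 protein | compound dosing = single nominal dose of 8.92 µM, 0.89% DMSO final | read-out basis = percent inhibition of probe binding, normalized to plate controls | schedule = Enzyme–compound pre-incubation 45 min, then probe 60 min, both 25 °C | detection = fluorescence polarization, excitation 525 nm, emission 598 nm, BODIPY TMR filters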
PRMT1 FP inh – PRMT1 (human) inhibition, primary screen | Q99873 | inhibition, % at 2.79 µM | AID 652257 | recombinant PRMT1, activity-based probe fluorescence polarization | 370,000 tested, 1.3% active;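 active = inhibition above about 21% made by adding two undisclosed values, limit read from the data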
Target sequence (Q99873 whole entry, looked up): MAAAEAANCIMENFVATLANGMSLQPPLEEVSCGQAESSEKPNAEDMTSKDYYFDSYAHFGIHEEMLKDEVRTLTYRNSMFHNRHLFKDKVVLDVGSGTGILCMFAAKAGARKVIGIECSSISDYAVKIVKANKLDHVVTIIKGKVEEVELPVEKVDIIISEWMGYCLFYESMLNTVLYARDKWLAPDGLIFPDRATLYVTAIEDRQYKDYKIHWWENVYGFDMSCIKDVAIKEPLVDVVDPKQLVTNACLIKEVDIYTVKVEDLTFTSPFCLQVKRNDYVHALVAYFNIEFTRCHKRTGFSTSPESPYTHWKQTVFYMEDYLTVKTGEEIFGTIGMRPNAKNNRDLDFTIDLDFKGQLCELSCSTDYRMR
UHRF1 binding – blocks human UHRF1 binding to methylated DNA; Q96T88; UHRF1 binding to methylated oligo, TR-FRET; inhibition, % at 4.4 µM; 370,000 tested, 0.75% active; in the data active = inhibition above about 21%;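 note: UHRF1 SRA domain binding a hemimethylated CpG hairpin DNA probe; 0% = median of test compound wells and 100% = reference inhibitor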
MBD2 inh – blocks human MBD2 binding to methylated DNA; TR-FRET, MBD2 binding to methylated oligonucleotide; Q9UBB5; 370,000 tested, 0.31% active; inhibition, % at 4.4 µM; in the data active = inhibition above about 13%
Target sequence (Q9UBB5 whole entry, looked up): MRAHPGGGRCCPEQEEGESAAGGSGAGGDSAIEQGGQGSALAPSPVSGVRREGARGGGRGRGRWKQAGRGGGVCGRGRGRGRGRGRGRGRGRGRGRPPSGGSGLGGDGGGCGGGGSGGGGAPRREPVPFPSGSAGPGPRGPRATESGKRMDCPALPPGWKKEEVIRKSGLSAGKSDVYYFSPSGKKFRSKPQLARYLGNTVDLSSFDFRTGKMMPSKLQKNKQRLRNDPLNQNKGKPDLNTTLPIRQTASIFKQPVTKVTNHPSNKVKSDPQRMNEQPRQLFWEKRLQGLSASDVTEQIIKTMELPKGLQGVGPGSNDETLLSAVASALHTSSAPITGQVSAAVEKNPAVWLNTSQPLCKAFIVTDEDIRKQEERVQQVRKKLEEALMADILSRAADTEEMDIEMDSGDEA
rCAG binder – molecules binding r(CAG) RNA repeats | 370,000 tested, 1.3% active | AID 651821 | inhibition, % at 3 µM | r(CAG) RNA repeat, TO-PRO-1 dye displacement fluorescence;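 active = inhibition above the plate cutoff, the mean of all test compounds on that plate plus 3 SD, cut at about 35% in these data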;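 note: 0% = DMSO alone and 100% = 100 µM mitoxantrone as full dye displacement; higher means more dye released from RNA so lower well fluorescence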
TCR-CD3 inh – inhibitors of human TCR-CD3 interaction | TAMRA-labeled TCR probe fluorescence, biochemical | 360,000 tested, 0.37% active | inhibition, % at 9.4 µM; in the data active = inhibition above about 19%;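 note: recombinant mutant TCR 2C K166C tagged with TAMRA read by polarization; 0% = receptor in buffer alone and 100% = receptor with positive control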
NPR2 activator – GC-B (human) receptor activation; activation, % at 10 µM; HEK293-GC-B cells, CNP EC30, cGMP TR-FRET; 0% at EC30 CNP, 100% saturating CNP; 370,000 tested, 0.11% active; P20594;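 active = activation at 10 µM reaching about 35% in either raw or pattern-adjusted values, limit read from the data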
GC-A act – GC-A (human) enzyme activation. P16066. HEK293 GC-A cells, cGMP TR-FRET, EC30 ANP; 0% at EC30 ANP, 100% saturating ANP. activation, % at 10 µM. 370,000 tested, 0.14% active. AID 1671463; in the data active = activation above about 40%
SIAE primary – inhibitors of human sialic acid acetylesterase SIAE; Q9HAT2; SIAE FP-Rh probe binding, fluorescence polarization; inhibition, % at 9.66 µM; 370,000 tested, 0.69% active; AID 1053197;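 active = inhibition above a cutoff: mean of compounds within the control limits plus 3 SD of those, cut at about 17% in these data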;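 note: 0% = plate median of compound wells and 100% = probe without SIAE protein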
* = called active by the depositor; . = no result given. Only part of the results is shown; count on the stated rates, not on these rows.

SMILES	HTRA1 inh	ABHD4 inh	PRMT1 FP inh	UHRF1 binding	MBD2 inh	rCAG binder	TCR-CD3 inh	NPR2 activator	GC-A act	SIAE primary
C=CCOc1ccc(/C=C/C(=O)Nc2ccc(C(=O)NC)cc2)cc1	0	-22	-1	-1	-1	1	1	-8	-4	-23
COc1ccc(OC)c(S(=O)(=O)NCCCc2ccccc2)c1	0	-8	-2	3	-2	4	-10	-10	-7	-3
O=C(Nc1ccc(C(=O)OC[C@@H]2CCCN3CCCC[C@H]23)cc1)c1cccc(Br)c1	-59	-12	1	5	7	1	-6	-9	-2	-3
CCc1nc(NCc2cccnc2)c2oc3ccccc3c2n1	-7	5	-5	0	-5	-3	11	-19	-15	0
COc1ccccc1NC(=O)C(=O)N/N=C/c1cccs1	17	10	-3	-3	-2	3	9	-1	-1	2
Cc1occc1C(=O)N/N=C/C1=C(N2CCOCC2)C(=C\c2ccc(Cl)cc2)/CC1	7	3	-1	-2	-3	3	5	-5	-1	13
c1ccc2cc(OCc3nc4ccccc4[nH]3)ccc2c1	-18	-11	-2	19	5	0	-2	-2	-2	-10
CN(CC(=O)Nc1cccc(F)c1)CC(=O)Nc1ccccc1[N+](=O)[O-]	6	9	4	5	-2	-4	-3	-3	-1	0
O=C(Cn1nnc(-c2ccccc2)n1)N1CCCCC1	3	-5	-3	0	-7	-1	2	3	1	6
O=C(NCCCN1CCN(c2cccc(Cl)c2)CC1)c1ccc(N2CCCC2=O)cc1	1	0	-1	4	2	-7	1	-2	1	-6
Cc1cccc(-c2nc(S(=O)(=O)c3ccc(F)cc3)c(NCCCN3CCOCC3)o2)c1	-6	1	1	-1	2	-5	-2	1	1	-1
Cc1ccc(CSCC(=O)N(CCC(C)C)c2c(N)n(Cc3ccccc3)c(=O)[nH]c2=O)cc1	-9	6	5	2	3	1	-7	-1	-5	-3
CNc1nc(-c2ccc(S(=O)(=O)N3CCCCC3)cc2)cs1	-1	3	1	2	-5	8	13	1	0	6
O=C(O)c1cccc2c1C(=O)c1cccc3snc-2c13	0	8	6	-2	-8	-1	-3	3	3	5
Cc1cccc(OCc2ccc(C(=O)Nc3cc(C)on3)o2)c1	-1	3	-2	7	2	-4	-3	1	2	-7
CCOc1ccc(N2C(=O)CC(Cc3cc(C)cc(C)c3)C2=O)cc1 (stereo not given)	-4	5	-1	2	-4	-6	-2	6	1	-2
COc1ccc(C=C2SC(=O)NC2=O)cc1OC	-6	-8	0	-2	1	5	1	-5	1	-23
CC1CCC(N2CCN(C(=O)c3ccccc3F)CC2)CC1 (stereo not given)	3	2	-3	6	0	-6	-6	-1	3	1
Cc1ccc2c(c1)COc1c3ccc(C(=O)NC(C)C)cc3nn1-2	-8	-4	-1	1	1	-1	-1	3	4	-2
COc1ccc(-n2c(SCc3ccc(C#N)cc3)nnc2-c2ccccn2)cc1	2	-4	-1	3	1	-9	-7	-18	-41	2
Cc1ccc(N2CC(C(=O)NCC3CCCO3)CC2=O)cc1Cl (stereo not given)	1	3	0	2	0	0	-4	-2	0	4
O=C(CCCN1C(=O)CCC1=O)Nc1ccccc1F	-4	3	3	0	-1	5	-1	3	0	0
COc1ccc(Cn2cc(CN3[C@@H](CC(C)C)COc4cccc(F)c4S3(=O)=O)nn2)cc1	.	-1	-2	-2	4	11	.	-1	2	-6
O=C(NC1CCCC1)C(c1ccc(F)cc1)N(C(=O)Cc1cccs1)c1ccc2c(c1)OCCO2 (stereo not given)	-2	1	-1	2	2	-3	-4	-15	-17	-4
COc1cccc(C(=O)N2CCC(C(=O)NCc3ccc(C)cc3)CC2)c1	15	5	0	-1	0	-4	10	5	2	4

(list continues)
SMILES	HTRA1 inh	ABHD4 inh	PRMT1 FP inh	UHRF1 binding	MBD2 inh	rCAG binder	TCR-CD3 inh	NPR2 activator	GC-A act	SIAE primary
COc1ccccc1N(CC(=O)NCc1ccccc1C)S(=O)(=O)c1ccc(C)cc1	-12	4	3	4	4	-10	0	-6	-4	0
Cn1cnc2c1c(=O)n(CC(O)CO)c(=O)n2C (stereo not given)	0	0	-5	-1	-1	-1	-5	6	1	3
COc1ccc(NC(=O)C2CCN(c3nc(-c4ccc(OC)cc4)no3)CC2)cc1	-1	6	1	-1	-4	2	4	4	6	0
CC(=O)NC(c1ccccc1)c1nc(-c2cccnc2)cs1 (stereo not given)	.	-2	-1	-2	-3	2	3	1	5	4
c1csc(-c2ccc3nncn3c2)c1	.	10	2	-1	-5	11	9	-4	-1	6
Cc1ccccc1CN1C[C@@H]2C[C@@H](c3ccc4nsnc4c3)N3CCC[C@@]23C1=O	-5	-5	2	2	0	2	-5	-12	-8	-2
CC(=O)NCCNc1nc(NCc2ccccc2)nc2ccsc12	.	7	-2	1	-3	0	10	-5	-5	4
CCn1ncc(Br)c1C(=O)Nc1cc(C)on1	-1	-4	6	1	1	-4	-2	0	-8	2
Cc1cccc(NC(=O)CSc2nnc(-c3ccco3)n2CC2CCCO2)n1 (stereo not given)	-2	0	0	1	-6	1	3	0	-4	3
S=C(NCC1CCCO1)Nc1ccc(Cl)cc1 (stereo not given)	0	-3	-2	0	-1	1	-2	-1	0	-4
CC(/C=N/Nc1nc(N2CCCCC2)nc(N2CCCCC2)n1)=C\c1ccccc1	-5	6	0	12	-2	-2	0	1	5	3
COc1ccc(CNS(=O)(=O)CC2NCc3cc(OC)ccc32)cc1 (stereo not given)	.	-2	0	-3	-4	8	.	-6	-3	-3
Cc1cccc(NC(=S)N2CCN(c3ccccn3)CC2)c1	-1	0	-3	1	-3	-2	1	-4	1	3
CCc1ccc(CNC(=O)c2ccc(NC(=O)C3=CSCCO3)cc2)cc1	-28	-6	-2	0	4	3	1	2	-14	4
COc1cccc(C2CC(c3cccs3)=NN2C(=O)CSC2=NCCS2)c1OC (stereo not given)	-12	4	1	1	2	-4	-3	-3	-2	-6
CC1(C)CC(=O)C=C(Nc2ccccc2NC(=O)c2cccc(F)c2F)C1	.	4	1	-2	1	-1	.	3	-2	0
O=C(NCc1ccncc1)c1csc([C@@H]2C[C@H](O)[C@@H](CO)O2)n1	.	-9	-2	3	-2	2	-14	-3	3	-1
O=C(NCCCN1CCN(Cc2ccccc2)CC1)c1nnc(Cc2c(F)cccc2Cl)o1	1	8	0	0	5	-10	4	4	0	-4
Cc1ccccc1CCN1CCCC(CN(C)CC(C)(C)C)C1 (stereo not given)	8	-2	0	-1	4	-3	6	0	-3	-10
CC(C)C(=O)NC(=S)Nc1ccc(S(=O)(=O)N2CCCC2)cc1	-2	-8	-1	2	3	-1	4	0	-3	-2
O=C(NCCN1CCCC1)c1cccc(Cl)c1	1	0	1	1	4	0	-10	2	1	2
O=C(C1CC(=O)N(c2ccc(F)cc2)C1)N1CCCCC1 (stereo not given)	-2	-5	-2	3	4	4	2	-11	4	-12
Cc1ccc(CNC(=O)CN(c2cccc([N+](=O)[O-])c2)S(C)(=O)=O)cc1	0	-3	-2	2	-5	-2	-2	1	4	-5
CCn1c(=O)c(C(=O)Nc2ncccc2O)c(O)c2ccccc21	2	-1	1	-7	-9	5	34*	-4	-2	0
CCOC(=O)[C@H]1[C@H]2COc3ccc(C)cc3[C@@H]2N2C(=O)c3ccc(F)cc3NC(=O)[C@@]12C	-15	-4	1	0	2	1	1	-6	3	1

Arranged by value in NPR2 activator (largest number first): 3 of the compounds above
Compound	NPR2 activator
Cc1ccc(CNC(=O)CN(c2cccc([N+](=O)[O-])c2)S(C)(=O)=O)cc1	1
Cc1cccc(NC(=O)CSc2nnc(-c3ccco3)n2CC2CCCO2)n1 (stereo not given)	0
COc1ccccc1N(CC(=O)NCc1ccccc1C)S(=O)(=O)c1ccc(C)cc1	-6

Six structures out of the list, sorted by molar mass, ascending.
SMILES	HTRA1 inh	ABHD4 inh	PRMT1 FP inh	UHRF1 binding	MBD2 inh	rCAG binder	TCR-CD3 inh	NPR2 activator	GC-A act	SIAE primary
Cn1cnc2c1c(=O)n(CC(O)CO)c(=O)n2C (stereo not given)	0	0	-5	-1	-1	-1	-5	6	1	3
CCn1c(=O)c(C(=O)Nc2ncccc2O)c(O)c2ccccc21	2	-1	1	-7	-9	5	34*	-4	-2	0
O=C(NCc1ccncc1)c1csc([C@@H]2C[C@H](O)[C@@H](CO)O2)n1	.	-9	-2	3	-2	2	-14	-3	3	-1
COc1ccc(CNS(=O)(=O)CC2NCc3cc(OC)ccc32)cc1 (stereo not given)	.	-2	0	-3	-4	8	.	-6	-3	-3
CCOC(=O)[C@H]1[C@H]2COc3ccc(C)cc3[C@@H]2N2C(=O)c3ccc(F)cc3NC(=O)[C@@]12C	-15	-4	1	0	2	1	1	-6	3	1
O=C(NCCCN1CCN(Cc2ccccc2)CC1)c1nnc(Cc2c(F)cccc2Cl)o1	1	8	0	0	5	-10	4	4	0	-4

Continuation:
SMILES	HTRA1 inh	ABHD4 inh	PRMT1 FP inh	UHRF1 binding	MBD2 inh	rCAG binder	TCR-CD3 inh	NPR2 activator	GC-A act	SIAE primary
Cc1ccc(C(=O)COC(=O)c2cccc(NC(=O)c3ccc([N+](=O)[O-])cc3[N+](=O)[O-])c2)cc1	6	-57	0	-1	1	21	-1	-4	1	21*
Cc1nc2nc(COc3ccccc3)[nH]n2c(=O)c1Cl	-2	-8	2	2	7	3	-8	-2	1	6
COc1ccc(NC(=S)N2CCC(c3ccc(C)cc3)C2)cc1 (stereo not given)	-2	-4	-6	2	3	-5	2	5	4	7
Nc1ccc(C2(c3ccc(N)cc3)OC(=O)c3ccccc32)cc1	3	-3	-1	-1	-3	0	0	0	1	0
COc1ccc(Oc2c(Cl)cnn(-c3cc(C)cc(C)c3)c2=O)cc1	.	0	-1	1	0	.	.	-2	2	-1
O=c1c2ccccc2n2c(-c3cccc(F)c3)nnc2n1Cc1ccccc1	4	1	3	0	3	-1	-2	8	5	8
Cn1c(-c2ccccc2)c(C(=O)CC#N)c2ccccc21	-8	-12	0	2	2	10	0	0	-9	3
COc1ccc(-n2c3c(cc(C(=O)N4CCC(C)CC4)c2=O)C(=O)CC(C)(C)C3)cc1	3	-5	-2	-2	-1	-1	3	2	0	-7
